HT1080 IDH1KD tx – qHTS for induction of synthetic lethality in tumor cells producing 2HG: qHTS for the HT-1080-IDH1KD cell line. Potency, µM (titrated, usually from 46.1 µM), for inactives: top-dose activity, negative = toxicity, usual class: cytotoxic. AID 686971, 2013. HT-1080 IDH1 knockdown viability, ATP luminescence, 48 h. hit rate 2% among 360,000;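 also: potency is read from the fitted curve at half-maximal effect; 0% = DMSO wells and -100% = cell-free medium wells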
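Knockdown cells (IDH1KD HT-1080) received compounds 2 h after plating at 750 cells/well and were kept 48 h at 37 °C in 5% FBS RPMI. A CellTiter-Glo luminescence read gave % activity for curve fitting.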
KB-V1 cytotox – qHTS assay for MDR1-selective chemotherapeutics: Primary screen using the drug-selected MDR subline cells KB-V1 | KB-V1 MDR cells viability, CellTiter-Glo, 72 h | hit rate 3.4% among 400,000 | Potency, µM (doses to about 46.1 µM), without a hit: at the top dose activity change, negative = cytotoxicity, actives largely listed as cytotoxic | AID 1347076, 2019; also: potency is read from the fitted curve at half-maximal effect; % is scaled to controls: 0 for no effect and ±100 for the full control effect; nearly all actives have a fitted effect of over 60% in size
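Drug-selected KB-V1 cells, grown in DMEM lacking phenol red with 10% FBS, receive compound titrations; after three days at 37 degrees C, surviving cell ATP is quantified by CellTiter-Glo luminescence and responses normalized and curve-fitted.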
MCF10A rereplic – A quantitative high throughput screen for small molecules that induce DNA re-replication in MCF 10a normal breast cells; hit rate 2.9% among 350,000; MCF 10A DNA re-replication, Hoechst nuclear intensity, 48 h; AID 624296, 2012; Potency, µM (series often up to 46.1 µM), for inactives: at the top dose activity, positive = re-replication, actives largely listed as activators; also: potency is read from the fitted curve at half-maximal effect; % of control where 0% means no effect; nearly all actives have a fitted effect of over 50% in size
IL-1B inflam inh – qHTS for Inhibitors of Inflammasome Signaling: IL-1-beta AlphaLISA Primary Screen. THP-1 LPS/ATP IL-1B secretion, AlphaLISA, 16 h; stronger effect = lower value. activity change, % at 57.5 µM. hit rate 4.7% among 360,000. AID 743279, 2014; in the data active = activity change below about -50%; inconclusive = mostly about -30% to -49%; also: % is scaled to controls: 0 for no effect and ±100 for the full control effect
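Secreted IL-1B measured by AlphaLISA bead assay after 16 h compound exposure of THP-1 cells; compounds (final up to 57.5 uM) added 1 h before LPS (250 ng/mL) and ATP (1.25 mM) stimulation; lower signal means less secretion.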
SW480 rereplic – A quantitative high throughput screen for small molecules that induce DNA re-replication in SW480 colon adenocarcinoma cells | SW480 DNA re-replication, Hoechst DNA content imaging, 48 h | hit rate 1.8% among 340,000 | AID 624297, 2012 | Potency, µM (highest dose often 46.1 µM), for inactives: top-dose re-replication activation, actives largely listed as activators; also: potency is read from the fitted curve at half-maximal effect; % of control where 0% means no effect; nearly all actives have a fitted effect of over 55% in size
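Compounds, transferred as 23 nL by pin tool, were incubated with cells for 48 hr; DNA content per nucleus was then quantified by Hoechst staining and fluorescence plate imaging.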
HT1080-NT tox – qHTS for induction of synthetic lethality in tumor cells producing 2HG: qHTS for the HT-1080-NT fibrosarcoma cell line; AID 686970, 2013; HT-1080-NT fibrosarcoma viability, CellTiter-Glo ATP luminescence, 48 h; Potency, µM (top dose mostly 46.1 µM), for inactives: at the highest dose activity, negative = less viability, usual class: cytotoxic; hit rate 1.6% among 360,000;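 also: NT is the 2HG producing partner of a matched IDH1 knockdown line; potency is read from the fitted curve at half-maximal effect; 0% = DMSO-treated cells and -100% = media-only wells without cells; nearly all actives have a fitted effect of over 55% in size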
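Read-out is CellTiter-Glo luminescence after 10 minutes at room temperature, following 48 hours' compound treatment of HT-1080-NT cells (750 cells/well, RPMI, 5% FBS, 37 degrees C).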
HEK293 tox – qHTS of GLP-1 Receptor Inverse Agonists: Cytotox Screen. hit rate 0.13% among 410,000. AID 624418, 2012. HEK293 cAMP-luciferase reporter cells, luminescence, 24 h. Potency, µM (doses to about 38.3 µM), without a hit: at the highest dose activity change, negative = inhibition, actives largely listed as inhibitors;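 also: loss of luciferase light is scored as toxicity; potency is read from the fitted curve at half-maximal effect; % is scaled to controls: 0 for no effect and ±100 for the full control effect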
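Luminescence readout: signal drop marks cytotoxicity. Plated cells grew 12 h at 37 °C, 5% CO2, received 23 nL compound for 24 h, then got luciferase reagent, read after 12 min at RT.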
KB-3-1 cytotox – qHTS assay for MDR1-selective chemotherapeutics: Primary screen using the parental adenocarcinoma cell KB-3-1; hit rate 1.4% among 400,000; KB-3-1 viability, CellTiter-Glo ATP luminescence, 72 h; Potency, µM (top dose mostly 46.1 µM), without a hit: at the highest dose activity change, negative = cytotoxic, usual class: cytotoxic; also: potency is read from the fitted curve at half-maximal effect; % is scaled to controls: 0 for no effect and ±100 for the full control effect; nearly all actives have a fitted effect of over 60% in size
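KB-3-1 parental drug-naive adenocarcinoma cells in DMEM/10% FBS, incubated 72 h at 37 C with pin-transferred compounds across a concentration series. Viability by CellTiter-Glo luminescence; concentration-response curves fitted after normalization.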
D3 ag – qHTS of D3 Dopamine Receptor Agonist: qHTS | D(3) dopamine receptor (Homo sapiens), P35462 | max activation, % | hit rate 0.58% among 410,000 | D3R DiscoveRx beta-arrestin cells, luminescence, 90 min; in the data active = max activation above about 30%; also: 0% is about no effect; mostly tested at two doses, the higher about 12 µM
Target sequence (P35462 whole entry, looked up): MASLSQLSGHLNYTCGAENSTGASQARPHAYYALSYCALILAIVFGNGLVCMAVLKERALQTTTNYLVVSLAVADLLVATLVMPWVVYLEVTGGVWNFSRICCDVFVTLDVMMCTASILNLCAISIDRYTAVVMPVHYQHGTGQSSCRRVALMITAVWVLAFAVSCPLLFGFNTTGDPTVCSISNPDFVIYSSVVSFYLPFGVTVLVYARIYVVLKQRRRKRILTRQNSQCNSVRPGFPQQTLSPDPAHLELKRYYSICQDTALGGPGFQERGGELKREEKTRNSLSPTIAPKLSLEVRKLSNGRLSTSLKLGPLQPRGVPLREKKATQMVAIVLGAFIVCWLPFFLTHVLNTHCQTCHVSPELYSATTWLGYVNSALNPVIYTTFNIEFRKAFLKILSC
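Agonist-mode cell screen: cells plated at 1500/well and incubated overnight at 37 °C, then exposed to library compounds for 90 min at 37 °C. Detection reagent was added for 30–60 min at room temperature, and luminescence was read.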
* hit, by the source's call; i = inactive; ? = inconclusive; · = not tested or not shown; [ ] = remark or other dose. Unless noted, calls follow the shape of the dose curve; as a rule, active = well fitted curve in the direction sought with a large enough effect; inconclusive = small, poorly fitted or top-dose-only effect, or another doubt; inactive = no such curve, though single readings can be large; an effect the other way counts as inactive or inconclusive. Compounds were not picked by outcome (roughly 11% active in at least one column).

Molecule	HT1080 IDH1KD tx	KB-V1 cytotox	MCF10A rereplic	IL-1B inflam inh	SW480 rereplic	HT1080-NT tox	HEK293 tox	KB-3-1 cytotox	D3 ag
COc1ccc(CCNS(=O)(=O)c2c(N)n(C)c(=O)n(C)c2=O)cc1OC	-10%	-12%	-2%	-23	1%	0%	0%	3%	-1
COc1ccc(C(=O)Nc2nc3ccccc3s2)cc1OC	3%	-5%	-7%	-88*	-10%	10%	-2%	-3%	-10
COc1cccc(C(=O)Cn2c(=O)n(CC3CCCO3)c(=O)c3ccccc32)c1 (stereo unspecified)	-1%	10%	2%	14	-5%	-2%	-18%	11%	3
CCN(CC)CCCNc1ncnc2c1cnn2-c1ccc(C)c(C)c1	·	6%	·	·	·	·	-9%	-1%	-1
CC(=O)Nc1ccc(NC(=O)COc2cc(O)c3c(c2)OC(C)(C)CC3=O)cc1	-2%	-18%	6%	-11	-11%	-1%	-15%	0%	-9
COc1cc([N+](=O)[O-])c(OC)cc1SCc1n[nH]c(=S)n1-c1ccc(F)cc1	1%	7%	?	20	-144%[inhibitor]	20%	9%	-4%	-9
Cc1cc(C)n(CCO)c(=O)n1	-9%	1%	1%	4	-1%	-2%	1%	4%	-4
Cc1cc2oc(=O)cc(CN3CCCCCCC3)c2cc1Cl	11%	1%	·	42	·	21%	2%	0%	9
CCc1ccc(N(C(=O)c2ccoc2C)C(C(=O)NC2CCCC2)c2ccc(OC)cc2)cc1 (stereo unspecified)	0%	?	-8%	?	0%	17%	?	1%	-27
COc1ccc(/C=N/Nc2cc(OC)ncn2)cc1	-6%	1%	-1%	-6	0%	-1%	3%	-14%	-4
Cc1sc2ncn(CC(=O)NCC(=O)N3CCN(c4ccccc4F)CC3)c(=O)c2c1C	9%	-5%	4%	6	-27%	16%	-15%	0%	2
CCOCCc1nnc(NC(=O)c2cccc(F)c2)s1	24%	0%	2%	-2	0%	26%	-3%	9%	-1
COCc1cc(=O)n2[nH]c(-c3cccc(Br)c3)cc2n1	1%[9.24 µM]	-9%	24%	11	-8%	4%	9%	8%	-8
Cc1ccsc1C(=O)N1CC(=O)Nc2ccccc21	18µM*	0%	?	-20	-5%[9.22 µM]	?	-23%	?	-9
Cc1onc(-c2ccccc2)c1C(=O)N/N=C/c1ccco1	2%	-2%	7%	14	15%	-7%	14%	-7%	6
Cc1ccc(NC(=O)CS(=O)CC(=O)NC2CCN(Cc3ccccc3)CC2)c(C)c1 (stereo unspecified)	8%	1%	0%	?	-7%	12%	-15%	-1%	-2
COC(=O)[C@]12CCCCC=C1N(CCc1ccc(OC)c(OC)c1)C(=O)[C@H](CC(=O)N1CCN(C(=O)C3CC3)CC1)C2	12%	-17%	·	-21	·	14%	2%	11%	-2
NC(=O)N/N=C/c1coc2ccc3ccccc3c2c1=O	28%	-11%	17%	-3	?	3%	-6%	-9%	14
Nc1scc2c(C(=O)N/N=C/c3ccc(Cl)cc3)nn(-c3ccccc3)c(=O)c12	-2%	12%	0%	-19	0%	-1%	-2%	6%	-1
CCCCCCNS(=O)(=O)c1ccccc1Br	-2%	-3%	-5%	14	-28%[9.22 µM]	6%	1%	0%	-24
COc1ccc(C2CC(C(F)(F)F)n3ncc(C(=O)O)c3N2)cc1OC (stereo unspecified)	15%	-8%	-7%	5	-2%	10%	16%	15%	1
COc1ccc(NC(=O)c2ccco2)cc1N	-2%	-19%	18%	-11	-4%	-2%	10%	4%	0
COc1ccc(-c2ccc(/C=N/NC(=O)c3cccnc3)o2)c([N+](=O)[O-])c1	8%	0%	1%	-8	1%	0%	3%	?	-8
CCOc1ccccc1NC(=O)c1cc(-c2ccncc2)nc2c(Cl)cccc12	?	?	?	45	-4%	?	?	7%	6
NS(=O)(=O)c1cccc(NC(=O)COC(=O)Cn2cnc3ccccc32)c1	?	-11%	-2%	15	-8%	12%	2%	3%	-10
Cc1ccc2c(c1)c(=O)c1ccccc1n2CCCC(=O)Nc1ccc(Cl)cc1C	·	-3%	·	·	·	·	4%	-1%	6
CC(=O)c1sc2nc(SCC(=O)N3CCCCC3)[nH]c(=O)c2c1C	1%	6%	13%	46	1%	7%	-3%	1%	-3
CCc1sc(C(=O)NC2CCN(C)CC2)cc1Br	0%	-2%	16%	9	-10%	-7%	3%	7%	7
Cc1cc(C)cc(NC(=O)C(OC(=O)c2ccc(NC(=O)CC#N)cc2)c2ccccc2)c1 (stereo unspecified)	-10%	8%	11%	?	-383%[inhibitor]	-17%	7%	1%	-8
COc1ccc(CN2CCNC(=O)C2CC(=O)NC2CCCCC2)c(OC)c1 (stereo unspecified)	23%	1%	-2%	i	-12%	18%	-10%	-10%	1
COCCCN1C(=O)C(CC(=O)NC(c2ccccc2)c2ccccc2)CC(C(=O)N(C(C)C)C(C)C)=C1C (stereo unspecified)	12%	0%	·	-11	·	14%	0%	0%	-2
COC(=O)c1cn(-c2ccccc2)nc1-c1ccc(OC)cc1	-3%	-6%	6%	-1	-8%	-9%	5%	-9%	-3
CC(=O)Nc1ccc(Nc2nc3ccccc3nc2NS(=O)(=O)c2ccccc2)cc1	14%	0%	6%	0	-1%	2%	-11%	-2%	2
Cc1cc(C)cc(-n2c(SC(C)C(=O)NCc3ccc4c(c3)OCO4)nc3ccccc3c2=O)c1 (stereo unspecified)	3%	-12%	?	-14	?	2%	-12%	?	2
COc1ccc(-c2cc(C(=O)N/N=C(\C)c3cccnc3)c3cc(C)ccc3n2)cc1OC	-8%	0%	-10%	-22	0%	-13%	-2%	1%	4
O=C(CCN1c2ccccc2Sc2ccccc21)Oc1ccccc1	-1%	-8%	11%	-9	21%	-3%	12%	2%	-7
CCOC(=O)c1sc(N/N=C/c2cccc(C)c2)nc1C	7%	-2%	?	-4	-5%	13%	-11%	-10%	-1
O=C(NCc1cc(C(F)(F)F)ccc1F)C1CCC(=O)N(C2CC2)C1 (stereo unspecified)	5%	·	-4%	19	-2%	4%	-2%	·	14
CC(/C=N/NC(=O)c1nnn(-c2nonc2N)c1CN(C)C)=C\c1ccco1	-3%	1%	·	-1	·	1%	-1%	16%	15
O=C(CCC1N=C2c3ccccc3N=C(SCC(=O)Nc3cccc(Cl)c3)N2C1=O)NCc1ccco1 (stereo unspecified)	·	15%	·	·	·	·	-3%	-3%	7
COc1ccc(N(C(=O)c2snc(C(N)=O)c2N)C(C(=O)NCC2CCCO2)c2ccc3ncccc3c2)cc1OC (stereo unspecified)	1%	?	5%	-6	?	16%	-4%	0%	14
O=C(CSc1nnc2ccccn12)NNC(=O)c1cccc([N+](=O)[O-])c1	9%	17%	-7%	44	11%	7%	-16%	13%	-1
COC(=O)CCC(=O)N(CCN(C(=O)CCC(=O)OC)c1ccccc1)c1ccccc1	15%	-30%	11%	3	4%	9%	-14%	0%	7
Cn1cccc1/C=C1\Cc2ccccc2C1=O	15%	-15%	8%	15	5%	6%	9%	1%	4
COc1ccc(NC(=O)C[C@H]2C(=O)N(c3ccc(OC)cc3)C[C@@H]2CSC)cc1	9%	?	·	2	·	-3%	-6%	-2%	-3
CCOc1ccccc1N(CC(=O)NCCc1ccc(OC)cc1)S(=O)(=O)c1ccc(C)cc1	2%	?	·	-19	·	-1%	-5%	?	1
Cc1oc(-c2ccccc2F)nc1CS(=O)(=O)CC(=O)NCc1ccco1	-5%	3%	-2%	-19	-2%	8%	2%	-7%	1
O=C(O)Cc1sc(Nc2cccc3ccccc23)nc1-c1ccccc1	-13%	-10%	-2%	4	-7%	-7%	-13%	-2%	-1
COc1cccc(N2CCN(S(=O)(=O)c3cc(-c4cc(C)no4)ccc3C)CC2)c1	·	?	·	·	·	·	-7%	-3%	4
CCCN(CC(=O)Nc1ccccc1OC)C(=O)c1ccc(=O)[nH]c1	0%	-18%	10%	7	4%	10%	17%	2%	5
CCCN(CC(=O)Nc1ccc(F)c(F)c1F)C(=O)Cc1ccc(S(=O)(=O)N2CCOCC2)s1	-9%	-13%	18%	-10	-6%	-5%	2%	0%	1
Cc1ccnc(SCCn2c(N3CCN(Cc4ccccc4)CC3)nc3c2c(=O)[nH]c(=O)n3C)n1	-1%	16%	2%	11	-7%	0%	6%	-1%	-3
